From PubChem BioAssay
NadD inh – inhibitors of Staphylococcus aureus NadD; purified NadD enzyme, colorimetric absorbance read-out; inhibition, % at 20 µM; actives 0.78% (n = 360,000); AID 602399; in the data active = inhibition above about 26%; also: some compounds past the cut are filed as inactive
Scp1 inh – blocks human Scp-1 phosphatase activity; Q9GZU7; actives 0.88% (n = 340,000); inhibition, % at 20 µM; Recombinant Scp1, phosphopeptide, malachite green phosphate absorbance;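 active = inhibition above about 50% at 20 µM, limit read from the data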;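 also: plate controls were DMSO wells with enzyme for no effect and wells lacking enzyme for full effect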
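Incubation: 45 min enzyme reaction at room temperature / System: truncated SCP-1 phosphatase (76-261aa) / Reagent: Phospho 17-mer peptide substrate / Buffer or medium: Acidic Tris acetate buffer with magnesium and detergent / Signal: absorbance at 630 nm / Doses: one concentration, 20 µM, with 1.0% DMSO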
Rpn11 block – inhibitors of human proteasome Rpn11; O00487; human 26S proteasome, Ub4-pepOG fluorescence polarization; 20S core pre-blocked with epoxomicin; calls only at 20 µM; actives 0.59% (n = 360,000);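 active = inhibition at 20 µM, scaled to each plate's controls, above about 33%, limit read from the data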
SUMO1 PPI mod – modulators of human SUMO1-mediated protein-protein interactions | P63165 | SUMO1 binding to a labelled peptide, TR-FRET, 1 h | inhibition, % at 20 µM | actives 0.33% (n = 360,000) | AID 602429; in the data active = inhibition above about 37%
MLLE-PAM2 inh – blocks PAM2 peptide binding to the PABP1 MLLE domain; P11940; GST-MLLE / FITC-PAM2 fluorescence polarization; inhibition, % at 20 µM; actives 0.36% (n = 360,000); in the data active = inhibition above about 35%, passing the limit was not always enough;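 also: plate controls were DMSO wells with GST-MLLE for no effect and wells lacking GST-MLLE protein for full effect; some results filed as inactive read as strong as hits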
DNMT1 inh – DNMT1 (human) enzyme inhibition. DNMT1 molecular beacon, Hinp1I cleavage, fluorescence. P26358. inhibition (reported as % activation of signal), % at 10 µM. actives 0.83% (n = 360,000); in the data active = inhibition above about 50%
Target sequence (P26358 504-1616 limits assumed): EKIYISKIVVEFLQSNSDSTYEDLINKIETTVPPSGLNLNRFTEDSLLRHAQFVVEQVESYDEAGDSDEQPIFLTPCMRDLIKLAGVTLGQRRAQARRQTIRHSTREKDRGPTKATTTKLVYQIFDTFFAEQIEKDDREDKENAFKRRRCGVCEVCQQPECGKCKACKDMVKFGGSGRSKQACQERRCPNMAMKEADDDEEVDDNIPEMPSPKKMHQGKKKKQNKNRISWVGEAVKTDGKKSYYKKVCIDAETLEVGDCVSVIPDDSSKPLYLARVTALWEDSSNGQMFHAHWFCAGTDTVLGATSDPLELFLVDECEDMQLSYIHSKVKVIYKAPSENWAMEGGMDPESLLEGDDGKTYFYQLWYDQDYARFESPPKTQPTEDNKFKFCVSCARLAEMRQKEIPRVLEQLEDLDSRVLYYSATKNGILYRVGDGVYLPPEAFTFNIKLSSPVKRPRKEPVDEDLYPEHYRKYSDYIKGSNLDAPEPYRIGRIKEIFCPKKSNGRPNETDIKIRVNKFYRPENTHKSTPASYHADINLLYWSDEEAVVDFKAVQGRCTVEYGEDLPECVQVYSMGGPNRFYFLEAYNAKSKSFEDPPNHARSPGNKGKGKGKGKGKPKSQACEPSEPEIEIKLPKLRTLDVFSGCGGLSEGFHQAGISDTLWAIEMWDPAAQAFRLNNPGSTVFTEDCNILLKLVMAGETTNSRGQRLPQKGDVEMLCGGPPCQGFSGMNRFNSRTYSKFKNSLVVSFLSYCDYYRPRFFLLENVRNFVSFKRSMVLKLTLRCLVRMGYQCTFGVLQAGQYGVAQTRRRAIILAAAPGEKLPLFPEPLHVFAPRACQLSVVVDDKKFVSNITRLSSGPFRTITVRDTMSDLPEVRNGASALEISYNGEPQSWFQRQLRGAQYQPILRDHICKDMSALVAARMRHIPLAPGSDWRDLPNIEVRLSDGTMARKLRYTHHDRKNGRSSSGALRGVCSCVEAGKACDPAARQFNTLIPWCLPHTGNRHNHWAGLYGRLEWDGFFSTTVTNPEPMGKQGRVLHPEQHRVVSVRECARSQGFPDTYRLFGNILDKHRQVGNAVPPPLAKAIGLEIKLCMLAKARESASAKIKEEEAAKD
LMPTP block – LMPTP (human) inhibition. P24666. recombinant LMPTP-A, OMFP fluorogenic substrate, fluorescence intensity. inhibition, % at 20 µM. actives 0.22% (n = 360,000);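 active = compounds that cut the enzyme signal by at least half of the control window in the single-dose screen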;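 also: plate controls were DMSO wells with enzyme plus substrate for no effect and substrate without enzyme for full effect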
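Test system: LMPTP-A phosphatase enzyme; input: 0.625 nM LMPTP-A final; reagent: OMFP substrate, 400 µM final; compound dosing: 20 µM single dose, 3% DMSO; incubation: 50 min dark incubation at room temperature; measured by: endpoint fluorescence intensity from OMFP dephosphorylation; measure: % inhibition relative to no-enzyme and uninhibited control wells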
TbMetRS inhib – blocks T. brucei methionyl-tRNA synthetase activity; actives 0.4% (n = 360,000); AID 624268; inhibition, % at 11.9 µM; purified T. brucei MetRS, ATP depletion, Kinase-Glo luminescence;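 active = inhibition above a per-plate cutoff of the control wells' mean inhibition plus 3 SD, cut at about 5.5% in these data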;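 also: 0% = DMSO wells median and 100% = median of wells with control inhibitor compound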
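Material: parasite MetRS enzyme / Replication: singlicate, one well per compound / Signal: luminescence of leftover ATP / Schedule: 2 h aminoacylation at 25 °C after 15 min preincubation / Medium: HEPES-MgCl2-KCl buffer plus DTT, spermine, BSA, pyrophosphatase / Doses: 11.9 µM single point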
CSN inh – blocks human CSN-mediated cullin deneddylation. AID 651999. actives 0.38% (n = 360,000). inhibition, % at 12.5 µM. Q92905. Purified CSN, SCF-Nedd8-OG deneddylation, fluorescence polarization;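 active = pattern-corrected inhibition above about 35%, with an unprinted fluorescence ratio check between 0.5 and 1.5, limit read from the data, passing the limit was not always enough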;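 also: 0% = enzyme with substrate and 100% = substrate without enzyme; some results filed as inactive read as strong as hits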
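Detection – fluorescence polarization · System – HEK293T-derived human Csn5 enzyme · Controls – substrate-only high control, full reaction low control · Timing – 90 min, room temperature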
STEP inh – STEP (human) phosphatase inhibition. P54829. recombinant STEP, OMFP fluorogenic substrate, fluorescence. inhibition, % at 20 µM. actives 0.25% (n = 360,000);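 active = inhibition at 20 µM, scaled per plate between control wells, above about 37%, limit read from the data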;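 also: 0% = DMSO with enzyme and substrate and 100% = substrate only without enzyme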
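medium = Bis-Tris buffer pH 6.0, 2.5 mM DTT, 0.005% Tween 20 | test system = STEP (striatal-enriched tyrosine phosphatase) enzyme, cell-free | measure = normalized % inhibition | compound dosing = 20 µM, 1% DMSO | also added = 25 µM OMFP | schedule = reaction 20 min, ambient temperature | measured by = fluorescence read at 480 nm ex / 540 nm em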
An asterisk follows results filed as active; i = inactive; x = no result given.

SMILES	NadD inh	Scp1 inh	Rpn11 block	SUMO1 PPI mod	MLLE-PAM2 inh	DNMT1 inh	LMPTP block	TbMetRS inhib	CSN inh	STEP inh
O=C(/C=C/c1ccc(O)cc1)c1c(O)cc(O)cc1O	-1	-16	i	8	1	-32	-0.3	0.5	1	0
CCNC(=S)Nc1sc2c(c1C#N)CCC(C)C2 (stereo not given)	0	3	i	16	24	7	1.6	1.9	-3	-2
O=C(O)CCNC(=O)/C(=C/C=C/c1ccccc1)NC(=O)c1ccccc1	-3	-1	i	-15	4	5	-0.9	-0.2	5	1
Cc1cc2c(s1)c1cnn(-c3ccccc3)c(=O)c1n2C	-1	1	i	-2	-6	2	-1.1	-0.6	1	0
O=c1cc(-c2ccccc2)oc2ccc3ccccc3c12	-1	x	i	-25	10	1	-0.7	0.0	0	1
Cc1ccc(S(=O)(=O)N2C(=O)CCC2C(=O)N2CCCCC2)cc1 (stereo not given)	6	0	i	-3	-23	2	-0.9	-0.9	-4	0
CCCC(=O)Nc1ccc(C#Cc2ccccc2)cc1	-6	-11	i	-1	-4	3	-1.0	0.5	2	-1
Cc1cc(N)n(-c2ccccn2)n1	-7	-5	i	-1	-1	-1	-0.7	0.2	4	0
Cc1cccc(C(=O)NCc2nnc(SCC(=O)NC3CCCC3)n2C)c1	4	3	i	-1	-2	1	-0.1	-0.4	-3	2
COc1ccc(CC(=O)Nc2cc(C)ccn2)cc1	12	-6	i	0	-18	1	1.6	0.2	5	0
CC(=O)N1N=C2c3ccccc3CCC2C1c1ccc(F)cc1 (stereo not given)	-4	-7	i	5	-10	2	0.7	0.1	-3	1
Cc1nn(-c2ccc(Cl)c(Cl)c2Cl)c(=O)c2ccccc12	10	-10	i	0	0	-1	0.3	-0.4	0	1
CC(C)Cn1c2c(c(=O)[nH]c1=O)C(C(F)(F)F)(C(F)(F)F)N=C(CCC1CCCCC1)N2	4	-6	i	-1	0	5	-0.8	-0.7	-1	4
COc1ccc(C#Cc2ccc(C3=CC(=O)CC(C)(C)C3=O)cc2)cc1	-5	x	x	-163	-117	-13	-0.5	-0.1	16	1
Cc1cc2c(cc(C(=O)OCC(=O)NC3CCCCC3)n2C)o1	-7	-5	i	-5	7	-2	11	-0.6	1	-2

More structures
SMILES	NadD inh	Scp1 inh	Rpn11 block	SUMO1 PPI mod	MLLE-PAM2 inh	DNMT1 inh	LMPTP block	TbMetRS inhib	CSN inh	STEP inh
CC(=O)CCCC(NS(=O)(=O)CCC(Cl)(Cl)Cl)c1ccccc1 (stereo not given)	-13	-8	i	-2	-11	2	-0.9	-0.3	-2	0
CCC12CN3CCN(CC(C3)/C1=N\NC(=O)c1ccc(C(C)(C)C)cc1)C2	-3	-9	i	-1	7	4	-2.4	-0.7	-3	0
Clc1cccc(Cc2c(-c3cccc(Br)c3)nc3c4ccccc4ccn23)c1	21	x	x	0	x	x	4.5	-0.3	-1	x
CCOc1cc(S(=O)(=O)N2CCC(c3nc4ccccc4s3)CC2)c(OCC)cc1S(=O)(=O)N1CCCCC1	7	-1	i	3	-8	2	1.4	0.1	1	8
COc1nc2ccccc2nc1N1CCN(Cc2ccc3c(c2)OCO3)CC1	-9	-13	i	-4	15	-3	-0.7	0.0	-1	0
C[C@@H]1CN([C@@H](C)CO)S(=O)(=O)c2ccc(Br)cc2O[C@@H]1CN(C)S(=O)(=O)c1cn(C)cn1	-1	x	i	10	-3	4	-1.4	-1.2	-3	-2
CCC(=O)N1N=C(c2ccc(NS(C)(=O)=O)cc2)CC1c1ccc(C)cc1 (stereo not given)	-3	-4	i	-4	-9	-5	-0.3	-0.3	1	-7
Cc1ccccc1/C=N/NC(=O)Cc1ccc(Cl)cc1	-1	-4	i	-3	8	-4	-0.3	3.3	96	-1
CCS(=O)(=O)N1CCC(C(=O)NCCc2ccccc2)CC1	-2	-3	i	3	-1	0	-2.8	-0.1	4	0
CCC(=O)N1CCCC(C(=O)Nc2nc3ccccc3[nH]2)CC1 (stereo not given)	0	x	i	-3	-1	1	-2.9	-0.2	-3	-2
Nc1ccc(C(=O)N/N=C/c2c[nH]c3ccccc23)cc1	-6	-10	i	-4	2	0	0.0	-0.2	-2	-2
Cc1ccc(CSCCNC(=O)CN(c2ccccc2)S(C)(=O)=O)cc1	-3	-9	i	-3	8	1	0.1	-0.6	-6	-1
CC1(C)CC(=O)C2=C(C1)Oc1ncn3nc(-c4cccnc4)nc3c1C2c1ccccc1 (stereo not given)	-1	25	i	-3	2	-2	-1.2	-0.5	-5	-3
Cc1ccc(NC(=O)Cn2cc(S(=O)(=O)c3ccc(C)cc3)c(=O)c3cc(F)ccc32)cc1	14	-16	i	-8	-3	10	-0.3	-0.2	-1	2
NC(=O)C1CCCN(C(=O)c2ccc(-c3cccc(Cl)c3Cl)o2)C1 (stereo not given)	0	-7	i	-11	-2	2	-1.4	0.2	1	0

Next structures follow.
SMILES	NadD inh	Scp1 inh	Rpn11 block	SUMO1 PPI mod	MLLE-PAM2 inh	DNMT1 inh	LMPTP block	TbMetRS inhib	CSN inh	STEP inh
CC(=O)N1c2ccccc2N=C(c2ccc(C(F)(F)F)cc2)C1C(=O)NC1CCCC1 (stereo not given)	x	x	x	-25	x	x	0.0	0.8	2	x
CCOC(=O)Cn1c(=O)oc2cc(S(=O)(=O)NCCC(C)C)ccc21	3	16	i	1	-14	5	-1.8	-0.9	4	-1
CCOC(=O)C1CCN(C(=O)c2cc3cc4cc(OC)ccc4nc3o2)CC1	-4	-2	i	-20	4	-1	-1.4	-0.8	3	2
CCc1cc2c(-c3ccccc3)cc(=O)oc2cc1OC(C)C(C)=O (stereo not given)	-9	4	i	-9	-6	-2	3.4	-0.1	3	2
COc1cc2c(cc1NC(=O)C(C)Sc1cccc[n+]1[O-])oc1ccccc12 (stereo not given)	3	-4	i	4	-13	-12	2.6	-0.9	-2	2
O=C(NCCN1CCCC1)C1CC(=O)N(C2CCCCC2)C1 (stereo not given)	-6	-13	i	0	-18	1	-6.3	0.2	0	5
COc1nn(CC(=O)N2N=C(C)CC2(O)C(F)(F)F)cc1[N+](=O)[O-] (stereo not given)	-3	-12	i	-2	-3	4	-0.7	-1.0	1	-2
C=C1c2ccccc2S(=O)(=O)N(Cc2ccccc2)C1COCc1ccccc1 (stereo not given)	3	-6	i	6	2	-13	2.4	-0.3	4	1
CCCc1nnc(SCC(=O)N2CCCC(C)C2)n1CCCOC (stereo not given)	4	-4	i	0	6	4	1.4	0.1	1	-5
CCOC(=O)N1CCN(C(=O)c2ccc(Cl)c(S(=O)(=O)Nc3ccccc3)c2)CC1	1	5	i	1	3	-1	-0.4	-0.5	2	-1
O=C(N/N=C/C(Cl)=C/c1ccccc1)c1ccc2c(c1)OCO2	-2	101*	i	2	2	8	56*	-0.5	2	38
CC(C)N(Cc1cc2ccccc2[nH]c1=O)C(=O)c1cccc([N+](=O)[O-])c1	-3	-2	i	-18	2	2	-0.6	-0.4	1	1
O=C(Nc1ccc2c(c1)OCCO2)C1CCCN1C(=O)Nc1ccccc1 (stereo not given)	-4	-7	i	-3	-11	0	-1.2	0.5	5	-2
Cc1sc2nc(CN(C(=O)NC3CCCCC3)C3CCCC3)[nH]c(=O)c2c1C	2	-8	i	1	-4	0	1.5	-1.0	-1	0
O=C(c1ccc(-n2cncn2)c([N+](=O)[O-])c1)N1CCN(S(=O)(=O)c2c(F)cccc2F)CC1	-2	-4	i	-19	0	0	-2.7	0.3	-1	-4

A second format for part of the listing above:
canonical_smiles: COc1cc2c(cc1NC(=O)C(C)Sc1cccc[n+]1[O-])oc1ccccc12 (stereo not given)
  NadD inh = 3	Scp1 inh = -4	Rpn11 block = i	SUMO1 PPI mod = 4	MLLE-PAM2 inh = -13	DNMT1 inh = -12	LMPTP block = 2.6	TbMetRS inhib = -0.9	CSN inh = -2	STEP inh = 2

canonical_smiles: CCOC(=O)C1CCN(C(=O)c2cc3cc4cc(OC)ccc4nc3o2)CC1
  NadD inh = -4	Scp1 inh = -2	Rpn11 block = i	SUMO1 PPI mod = -20	MLLE-PAM2 inh = 4	DNMT1 inh = -1	LMPTP block = -1.4	TbMetRS inhib = -0.8	CSN inh = 3	STEP inh = 2

(listing goes on)
SMILES	NadD inh	Scp1 inh	Rpn11 block	SUMO1 PPI mod	MLLE-PAM2 inh	DNMT1 inh	LMPTP block	TbMetRS inhib	CSN inh	STEP inh
CC(C)CN(C(=O)CCNC(=O)c1ccc([N+](=O)[O-])cc1)C1CCS(=O)(=O)C1 (stereo not given)	3	-2	i	-30	-28	-2	-0.9	-0.1	1	-1
CNC(=O)COC(=O)c1ccc(OCC(=O)Nc2ccccc2OC)c(OC)c1	-1	-6	i	-3	4	5	-1.0	0.4	-4	1
Cn1nc(C(F)(F)F)c(/C=N/OC(=O)c2ccccc2Cl)c1SCc1ccccc1Cl	12	-10	i	0	-6	4	1.9	-0.2	1	4
C/C(=C\c1ccccc1)C(=O)NC1CCSC1=O (stereo not given)	-1	6	i	1	5	4	2.0	0.5	6	-2
CSc1ccc(C(=O)NCC(=O)O)cc1[N+](=O)[O-]	-1	-21	i	-30	5	1	-0.4	-0.2	0	0
COc1cccc(CNC(=O)CCS(=O)(=O)c2cccc3nsnc23)c1	4	-6	i	-19	5	1	-1.2	0.2	-3	0
OCC1(CCOc2ccccc2)CCN(Cc2ccccc2OC(F)F)CC1	-3	-2	i	7	-10	1	-1.1	-0.1	0	2
O=[N+]([O-])c1ccc(Sc2n[nH]c(-c3ccccc3)n2)nc1	8	-6	i	-18	-3	1	-0.9	1.0	-4	-3
O=C(Oc1ccc(C(=S)N2CCCCC2)cc1)c1ccccc1	-2	3	i	-1	15	3	6.2	-0.5	-17	4
O[C@@H]1CN(Cc2cccs2)[C@@H](c2ccc(Cl)cc2)C[C@H]1n1cc(-c2ccc(F)cc2)nn1	8	x	i	-4	16	9	1.6	-2.4	0	-4
CN(CCOC(=O)c1cccc(F)c1)Cc1ccccc1	3	3	i	-1	-6	1	-0.3	-0.1	-2	-1
CCOC(=O)C(=Cc1ccc(OCc2ccc([N+](=O)[O-])cc2)c(OC)c1)C(=O)OCC	3	-12	i	-13	-4	-4	4.0	0.3	7	18
COc1ccc(-c2cc3ccc(OCc4nn[nH]n4)cc3oc2=O)cc1	13	6	i	14	2	6	-1.2	0.1	-2	0

Part of the list above with just LMPTP block and CSN inh.
canonical_smiles,LMPTP block,CSN inh
OCC1(CCOc2ccccc2)CCN(Cc2ccccc2OC(F)F)CC1,-1.1,0
O=[N+]([O-])c1ccc(Sc2n[nH]c(-c3ccccc3)n2)nc1,-0.9,-4

Rows were taken by chance. Share with any hit: about 3.6%.
